High-throughput results (PubChem)
APE1 inh: blocks human APE1 abasic DNA cleavage. recombinant APE1, TAMRA/BHQ-2 abasic DNA cleavage fluorescence. Potency, µM (doses to about 65.8 µM), without a hit: top-dose activity change, negative = inhibition, actives largely listed as inhibitors. AID 2517. 350,000 tested, 0.35% active;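 also: potency is read from the fitted curve at half-maximal effect; plate controls were vehicle for no effect and reference inhibitor for full effect; nearly all actives have a fitted effect of over 55% in size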
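Substrate: short duplex with […] THF abasic site, 5'-TAMRA and 3'-BHQ-2, 50 nM final. APE1 at 0.75 nM, preincubated 15 min RT with compound. Fluorescence increase from first to third read measured activity.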
POLI inh: blocks human DNA polymerase iota activity; Q9UNA4; Pol iota fluorescent replication assay, 10 min; Potency, µM (titrated, usually from 115 µM), for inactives: at the top dose activity, negative = inhibition, hits mostly inhibitors; 390,000 tested, 1% active; also: potency is read from the fitted curve at half-maximal effect
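Fluorescent replication assay read twice, at 0 min and 10 min after adding 50 nM (final) substrate. Enzyme (10 nM) and compounds were first incubated 15 min at room temperature; enzyme-free buffer wells were negative controls.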
Pol beta inh: DNA polymerase beta (human) inhibition. P06746. Potency, µM (doses to about 114 µM), for inactives: at the highest dose activity change, negative = inhibition, actives largely listed as inhibitors. AID 485314. Pol beta primer extension/strand displacement, fluorescence kinetic. 340,000 tested, 1.3% active; also: potency is read from the fitted curve at half-maximal effect; % is scaled to controls: 0 for no effect and ±100 for the full control effect
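Reaction started by 50 nM substrate onto compound-treated Pol beta (10 nM, 15 min preincubation, room temperature); plates read at 0 min and 10 min. Normalized concentration-effect data fitted by four-parameter Hill equation.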
Anesthetic bind: candidate novel general anesthetic via apoferritin binding | Potency, µM (doses to about 77.5 µM), for inactives: at the top dose activity change, negative = displacement, most hits filed as inhibitors | apoferritin/1-aminoanthracene competitive binding, fluorescence | AID 485281 | 350,000 tested, 0.074% active; also: potency is read from the fitted curve at half-maximal effect; % is scaled to controls: 0 for no effect and ±100 for the full control effect; nearly all actives have a fitted effect of over 20% in size
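10 uM apoferritin + 50% sat. 1-AMA, PBS; cpd 10 min RT; Ex380/Em535 endpoint; normalized to free probe vs complex; 4-param Hill fit; propofol titration as pos. ctrl.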
POLK inh: DNA polymerase kappa (human) inhibition | Q9UBT6 | purified Pol kappa, fluorescent DNA synthesis assay, 10 min | Potency, µM (titrated, usually from 107 µM), without a hit: at the top dose activity, negative = inhibition, actives largely listed as inhibitors | 400,000 tested, 0.53% active; also: potency is read from the fitted curve at half-maximal effect; % is scaled to controls: 0 for no effect and ±100 for the full control effect
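Inhibition of 10 nM Pol kappa is measured by a fluorescent read-out at 0 and 10 min following addition of 50 nM substrate (final), with a 15-min room-temperature compound preincubation.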
LDHA block: LDHA (human) enzyme inhibition. P00338. 480,000 tested, 0.15% active. AID 1347041. activity change, % (values are at about 110 or 230 µM). purified LDHA, NADH/diaphorase-resazurin fluorescence; hits give low values; in the data active = activity change below about -30%; inconclusive = mostly about -25% to -30%;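 also: plate controls were DMSO wells for no effect and wells without enzyme for full effect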
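Resorufin fluorescence (ex540/em590), read at 0 and 20 min after diaphorase/resazurin addition, reports the NADH left after a 5 min room-temperature reaction of 2 nM human LDH5 with 0.06 mM NADH and 0.2 mM pyruvate.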
Glioma ERSR ind: ER stress response induction in glioma | U87-MG GRP78 promoter luciferase reporter, 16 h | Potency, µM, inactives show at the highest dose activation, most hits filed as activators | 420,000 tested, 0.02% active; also: potency is read from the fitted curve at half-maximal effect; series mostly up to about 76 µM; % of control where 0% means no effect; nearly all actives have a fitted effect of over 35% in size
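ERSR induction read as luciferase luminescence (Bright-Glo, 10 min at room temperature) in stably transfected human U87-MG glioma cells exposed to compounds for 16 h, using GRP78 as sensor.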
POLH inh: inhibitors of human DNA polymerase eta; Q9Y253; recombinant Pol eta, fluorescent DNA replication assay; Potency, µM (series often up to 114 µM), without a hit: at the highest dose activity change, negative = inhibition, hits mostly inhibitors; 390,000 tested, 1.2% active; AID 588591; also: potency is read from the fitted curve at half-maximal effect; % is scaled to controls: 0 for no effect and ±100 for the full control effect
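Pol eta at 10 nM preincubated with compounds 15 min at room temperature; reaction started with fluorescent substrate (50 nM final) and read kinetically at 0 and 10 min.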
BLM inh: Bloom syndrome helicase (human) inhibition | P54132 | recombinant BLM DNA unwinding, fluorescence dequenching | Potency, µM (titrated, usually from 56.1 µM), inactives show top-dose activity change, negative = inhibition, hits mostly inhibitors | 350,000 tested, 0.2% active | AID 2528;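 also: potency is read from the fitted curve at half-maximal effect; plate controls were vehicle for no effect and no enzyme for full effect; nearly all actives have a fitted effect of over 35% in size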
Target sequence (P54132 whole entry, looked up): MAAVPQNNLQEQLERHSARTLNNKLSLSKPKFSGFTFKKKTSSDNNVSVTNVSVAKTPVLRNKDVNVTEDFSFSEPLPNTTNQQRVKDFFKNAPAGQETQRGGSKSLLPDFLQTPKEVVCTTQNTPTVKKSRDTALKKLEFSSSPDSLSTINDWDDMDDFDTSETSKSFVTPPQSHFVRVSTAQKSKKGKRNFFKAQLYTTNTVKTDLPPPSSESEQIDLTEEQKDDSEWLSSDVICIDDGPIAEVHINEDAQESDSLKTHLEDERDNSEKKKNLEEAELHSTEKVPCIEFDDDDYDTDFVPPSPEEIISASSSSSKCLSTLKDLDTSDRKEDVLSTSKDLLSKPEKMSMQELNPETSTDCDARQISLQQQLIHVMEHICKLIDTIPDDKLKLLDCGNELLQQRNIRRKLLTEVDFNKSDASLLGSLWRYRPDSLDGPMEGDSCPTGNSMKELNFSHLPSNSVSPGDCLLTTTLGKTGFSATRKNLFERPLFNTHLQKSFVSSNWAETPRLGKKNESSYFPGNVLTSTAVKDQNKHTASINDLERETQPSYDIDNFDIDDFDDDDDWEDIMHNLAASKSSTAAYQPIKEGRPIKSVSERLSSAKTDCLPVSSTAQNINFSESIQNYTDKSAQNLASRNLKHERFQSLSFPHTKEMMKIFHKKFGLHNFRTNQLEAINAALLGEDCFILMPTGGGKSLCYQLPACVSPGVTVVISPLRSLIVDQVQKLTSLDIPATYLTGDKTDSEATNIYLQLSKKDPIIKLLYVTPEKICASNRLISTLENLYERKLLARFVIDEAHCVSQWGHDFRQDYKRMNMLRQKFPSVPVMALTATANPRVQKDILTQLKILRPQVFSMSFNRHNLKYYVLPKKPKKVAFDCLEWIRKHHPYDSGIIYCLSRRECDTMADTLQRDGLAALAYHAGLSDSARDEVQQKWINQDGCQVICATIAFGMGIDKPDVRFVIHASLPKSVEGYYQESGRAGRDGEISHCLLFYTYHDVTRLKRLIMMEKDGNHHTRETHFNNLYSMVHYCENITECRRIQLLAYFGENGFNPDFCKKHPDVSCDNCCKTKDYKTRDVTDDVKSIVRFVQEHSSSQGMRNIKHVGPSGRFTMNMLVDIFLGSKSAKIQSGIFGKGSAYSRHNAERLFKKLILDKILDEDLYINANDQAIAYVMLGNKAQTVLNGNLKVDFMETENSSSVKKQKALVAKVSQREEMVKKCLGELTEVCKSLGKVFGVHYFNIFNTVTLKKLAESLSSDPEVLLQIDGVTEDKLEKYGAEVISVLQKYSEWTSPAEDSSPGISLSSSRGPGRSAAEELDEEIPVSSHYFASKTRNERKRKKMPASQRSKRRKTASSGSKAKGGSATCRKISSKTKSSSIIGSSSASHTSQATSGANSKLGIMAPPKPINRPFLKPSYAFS
* marks the source's active call; other numbers are inactive results; ? = inconclusive; . = no result given; & = joins results of further samples; [ ] = remark or other dose. Unless noted, calls follow the shape of the dose curve; as a rule, active = well fitted curve in the direction sought with a large enough effect; inconclusive = small, poorly fitted or top-dose-only effect, or another doubt; inactive = no such curve, though single readings can be large; an effect the other way counts as inactive or inconclusive. An excerpt. The share of hits here may be higher or lower than overall.

SMILES	APE1 inh	POLI inh	Pol beta inh	Anesthetic bind	POLK inh	LDHA block	Glioma ERSR ind	POLH inh	BLM inh
Cc1ccc(N(C(=O)c2ccc(CN3CCOCC3)o2)C(C(=O)NCCC(C)C)c2cccs2)c(C)c1 (stereo unspecified)	7%	-3%	-8%	-13%	-21%	-1	-2%	-6%	-6%
CCOc1ccccc1Nc1ccc(C(=O)O)cc1NC(C)=O	2%	10%	1%	0%	-7%	1	-2%	-19%	1%
Cc1ccc(OCCN2CCN(C)CC2)c([N+](=O)[O-])c1	-1%	8%	-20%	-2%	0%	?	0%	-14%	6%
CCOC(=O)CSc1nc(C)c2cccc(C)c2n1	?	19%	24%	-17%	-9%	19&-12	-9%	2%	-1%
CCOC(=O)C1=C(CN2CCSCC2)NC(=O)NC1c1ccc2c(c1)OCO2 (stereo unspecified)	2%	45%[activator]	-14%	-13%	-2%	-3	-2%	-16%	-1%
COc1ccc(C(=O)OCCCc2cc3ccccc3c(=O)o2)cc1	-1%	-18%	.	.	-1%	-6	-2%	-5%	.
O=C(O)COc1ccc2oc3ccccc3c2c1	0%	78%[activator]	18%	-3%	-7%	-7	-14%	-17%	2%
OC(C#Cc1ccccc1)(c1ccccc1)c1ccccc1	.	44%[activator]	.	.	-8%	2	10%	-20%	.
COc1ccc(S(=O)(=O)N(C)CC(=O)NCCN2CCOCC2)cc1C	11%	89%[activator]	32%	1%	3%	-3	3%	-7%	1%
O=C(CCn1c(=O)c2ccccc2n(Cc2cc(=O)n3ccccc3n2)c1=O)NCc1ccco1	-5%	-1%	0%	-8%	-10%	-4	-2%	-8%	-2%
CCc1c(C)nc2cc(-c3ccc(OC)c(OC)c3)nn2c1N1CCCC1	6%	?	1%	-4%	-12%[60.1 µM]	1&5	-2%	-8%	-11%
COCCn1c(=O)c(C)nc2cnc(Oc3cccc(Cl)c3)nc21	-4%	.	.	.	-5%[60.1 µM]	.	0%	.	2%
CCc1ccc(NC(=O)CSc2nc(N)c(NC(=O)c3ccc(F)c(F)c3)c(=O)[nH]2)cc1	5%	17%	45%	-5%	-3%	-13	-3%	-9%	-1%
CC(C)NCC(O)COC1CCC(C(C)(C)C)CC1 (stereo unspecified)	17%	22%	9%	-21%	-11%	1	-5%	-2%	-6%
O=C(NCc1ccc2c(c1)OCO2)c1c(O)c2cccc3c2n(c1=O)CCC3	3%	-5%	8%	-9%	-17%	1	-2%	0%	-2%
Cc1cccc(C(=O)NCCCN(C)CCCNC(=O)c2cccc(C)c2)c1	21%	22%	18%	-8%	-28%	-11	-2%	-11%	0%
CCCCCCCCCCOC(=O)NC1CCS(=O)(=O)C1 (stereo unspecified)	-2%	110%[activator]	8%	?	-14%	-6	-5%	-32%	-7%
CCOc1ccc(NC(=O)CC2C(=O)N(CC)C(=S)N2CCN2CCOCC2)cc1 (stereo unspecified)	-9%	35%[activator]	0%	-8%	1%	-5	-4%	-3%	-4%
Cc1nn(C(C)C(=O)NCc2ccco2)c(=O)c2nn(-c3ccccc3)c(C)c12 (stereo unspecified)	5%	?	47%&-5%[activator]	-6%&-10%	-4%&1%	2&-11	-2%&-4%	-2%&-3%	-2%&-2%
Cc1cc(C)cc(-n2c(SCC(=O)N3CCOCC3)nc3c([nH]c4ccccc43)c2=O)c1	.	17%	8%	2%	-4%[60.1 µM]	6	-3%	-2%	-2%
CC(=O)Nc1ccc(S(=O)(=O)n2cnc3cc(C)c(C)cc32)cc1	7%	6%	-4%	-10%	-15%	-2	-7%	-9%	-1%
O=C(CN1CCCCCC1)Nc1ccc(S(=O)(=O)N2CCCCC2)cc1	1%[12.4 µM]	-10%	5%	-6%	-3%	-6	0%	-10%	0%
CNC(=O)c1c(NC(=O)Cc2coc3ccc(OC)cc23)sc2c1CCCC2	.	5%	6%	-8%	-29%	-8	-2%	-17%	-3%
Cc1nn(-c2ccccc2)c(C)c1NC(=O)Cc1cccs1	0%	-22%	?	-17%	-4%	1	1%	1%	-19%
CC(=O)Nc1ccc(S(=O)(=O)N2CCN(c3cc(C)ccc3C)CC2)cc1	-8%	-2%	-23%	-20%	-12%	-1	-5%	?	-7%
Cc1onc(-c2ccccc2)c1C(=O)N1CCCN2C(=O)c3ccccc3C21 (stereo unspecified)	15%	1%[58.9 µM]	49%[activator]	-4%	-1%	-11	-2%	-6%	2%
Cc1ccc(Nc2nnc(-c3cc4c(ccc5ccccc54)oc3=O)s2)cc1	.	?	?	-14%	-13%	-8	-3%	5%	-8%
O=C(CSCC(=O)Nc1cccc2ccccc12)Nc1cccc2ccccc12	3%	71%[activator]	-7%	-7%	-7%	2	-4%	-9%	-5%
CC(=O)N1CC2(C)CN(C(C)=O)CC(C)(C1)C2	1%	11%	-17%	-2%	2%	0	-3%	-17%	-6%
O=C(Nc1ccc(N2CCOCC2)c(Cl)c1)c1ccco1	-1%	10%	-1%	-15%	-2%	-9	-9%	-21%	-2%

Arranged by SMILES length (low to high): three of the compounds above
SMILES	APE1 inh	POLI inh	Pol beta inh	Anesthetic bind	POLK inh	LDHA block	Glioma ERSR ind	POLH inh	BLM inh
O=C(Nc1ccc(N2CCOCC2)c(Cl)c1)c1ccco1	-1%	10%	-1%	-15%	-2%	-9	-9%	-21%	-2%
Cc1ccc(OCCN2CCN(C)CC2)c([N+](=O)[O-])c1	-1%	8%	-20%	-2%	0%	?	0%	-14%	6%
O=C(CN1CCCCCC1)Nc1ccc(S(=O)(=O)N2CCCCC2)cc1	1%[12.4 µM]	-10%	5%	-6%	-3%	-6	0%	-10%	0%

Carrying on.
SMILES	APE1 inh	POLI inh	Pol beta inh	Anesthetic bind	POLK inh	LDHA block	Glioma ERSR ind	POLH inh	BLM inh
C[C@@H]1CC[C@]2(O[C@H](CCO)C[C@H](O)[C@H]2O)O1	.	21%	.	.	5%	-5	-2%	-19%	.
CN1CCC(N(C)C(=O)c2ccc(Cl)c(S(=O)(=O)N(C)c3ccc(Cl)cc3)c2)CC1	54%[activator]	30%	.	.	-13%	0	-5%	-22%	.
c1ccc(-n2ncc3c(NCCCN4CCOCC4)ncnc32)cc1	1%	3%	-2%	-8%	-13%	0	3%	6%	5%
O=C(COC(=O)Cc1ccc(F)cc1)Nc1cc(S(=O)(=O)N2CCOCC2)ccc1N1CCCC1	-11%	7%	0%	?	-27%	-9	-3%	-15%	-1%
CCc1ccc(NC(=O)CCCn2nc(CC)n3c(cc4occc43)c2=O)cc1	5%	52%[activator]	5%	-15%	-15%	-8	-5%	-20%	-2%
COc1ccc(C(=O)Nc2ccc3oc(Cc4ccc(Cl)cc4)nc3c2)cc1OC	-2%	31%[activator]	5%	-16%	-19%	-6	0%	?	-13%
N#Cc1nc(COc2ccc(-c3ccccc3)cc2)oc1NCCCN1CCOCC1	-1%	-2%	-1%	1%	0%	-2&3	-4%	-16%	-14%
CCCCn1nnc(NC(=O)C(c2ccccc2)c2ccccc2)n1	17%	-11%	5%	-5%	-1%	0	-1%	-12%	-3%
OC(c1ccccc1)c1nc2ccccc2[nH]1 (stereo unspecified)	17%	58%[activator]	-4%	-8%	0%	-12	-4%	-1%	-4%
O=c1cc(CSc2nnnn2-c2ccccc2)nc2sccn12	-4%	?	-16%	-8%	-23%	-3	-2%	-2%	-8%
COc1ccc(C2C(C#N)=C(N)OC3=C2C(=O)CC(C)(C)C3)c([N+](=O)[O-])c1OC (stereo unspecified)	5%	-3%	16%	-16%	-15%	10	-2%	-7%	-2%
O=C(Nc1ccccc1)OCCNC1CCCCC1	.	21%	.	.	-18%	-3	2%	-8%	.
CCCN(Cc1ccccc1)C(=S)Nc1ccc(OCC)cc1	-3%	40%[activator]	0%	-17%	-9%	1	1%	-13%	-7%
O=C(c1ccccc1)N1CCCC(C(=O)N2CCN(c3ccccc3)CC2)C1 (stereo unspecified)	-2%	167%[activator]	32%	-8%	4%	-2	-2%	-10%	-6%
COc1cccc(NC(=O)Cn2c(=O)n(-c3ccc(Cl)cc3)c(=O)c3oc4ccccc4c32)c1	.	-11%	10%	-13%	-24%	-5	-1%	-8%	-16%
CC(C)CNC(=O)C(=O)NNC(=O)c1ccco1	5%	77%[activator]	6%	-4%	-2%	-9	-4%	1%	-3%
CCN(CC(=O)Nc1c(F)cccc1F)C(=O)/C=C/c1ccc(C)cc1	10%	7%	.	.	-3%	1	6%	1%	.
O=C(COc1ccc(Cl)cc1Cl)NN=C1c2ccccc2-c2ccccc21	-1%	10%	2%	-5%	-2%	-1	-3%	?	-9%
O=C(Cc1ccccc1)Nc1scc(-c2ccccc2)c1C(=O)N1CCOCC1	2%	9%	0%	-20%	-4%	0	-4%	-2%	-2%
O=C(Nc1ccc(-c2nc3cc(Cl)ccc3c(=O)o2)cc1)c1ccco1	-9%	89%[activator]	-26%	1%	-10%	-8	-5%	-4%	-9%
Cc1ccc(-c2nnc(Nc3ccc(C(=O)N(C)C)cc3)c3ccccc23)cc1S(=O)(=O)NC(C)(C)CO	17%	48%[activator]	7%	9%	-19%	-3	5%	-11%	2%
CN1CC(=O)N(CC(=O)Nc2ccc(Cl)c(C(F)(F)F)c2)C1=O	2%	-1%	5%	?	-2%	0	-4%	-17%	-3%
CCc1nnc2c3cnn(-c4ccccc4)c3ncn12	-7%	-7%	13%	1%	-7%	-3	1%	0%	2%
CC(C)(C)[C@@H]1C=C(C(=O)O)[C@H](c2ccc(Cl)cc2)N1S(=O)(=O)c1ccccc1	-8%	?	.	.	-19%	-2	-2%	-9%	.
O=C(CSc1nnc(CNC(=O)C23CC4CC(CC(C4)C2)C3)n1-c1ccc(F)cc1)Nc1ccc(F)cc1	1%	20%	-12%	-3%	2%	-3	-4%	-19%	2%
COc1ccc(OC)c(CNC(=O)CCCn2c(=O)c3cccn3c3cccnc32)c1	.	34%[activator]	24%	-11%	6%	-7	.	.	-4%
